From PubChem BioAssay
FXIIa inh 1536: inhibitors of human coagulation factor XIIa; inhibition, % at 5 µM; purified FXIIa, Boc-QGR-AMC fluorogenic substrate, 2 h; AID 800; P00748; hit rate 0.3% among 220,000; in the data active means inhibition above about 40%;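 further: 0% = enzyme with no compound and 100% = blank without enzyme; many of its hits are not listed in these tables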
zVAD death inh: blocks zVAD induced death of L929 cells | AID 1377 | hit rate 0.38% among 220,000 | L929 zVAD necroptosis rescue, ATP luminescence, 24 h; with zVAD 60 µM | viability rescue, % at 10 µM;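 active means activation, scaled between plate controls, above about 75%, limit read from the data; inactive means activation under that limit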;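 further: 0% = zVAD with DMSO and 100% = DMSO alone without zVAD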
Wee1 degr inh: inhibitors of human Wee1 degradation; hit rate 1.2% among 220,000; P30291; HeLa Luc-Wee1K328M stability, luciferase luminescence; 100% = proteasome inhibitor MG132 effect; reporter increase, % at 5 µM;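 active means activation above the mean of all tested compounds plus 3 SD, set per screening run, cut at about 8.8% in these data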;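 further: cells exposed to compound for 20 h before luminescence read; 0% = DMSO alone and 100% = MG132 at 30 µM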
Target sequence (P30291 whole entry K328M): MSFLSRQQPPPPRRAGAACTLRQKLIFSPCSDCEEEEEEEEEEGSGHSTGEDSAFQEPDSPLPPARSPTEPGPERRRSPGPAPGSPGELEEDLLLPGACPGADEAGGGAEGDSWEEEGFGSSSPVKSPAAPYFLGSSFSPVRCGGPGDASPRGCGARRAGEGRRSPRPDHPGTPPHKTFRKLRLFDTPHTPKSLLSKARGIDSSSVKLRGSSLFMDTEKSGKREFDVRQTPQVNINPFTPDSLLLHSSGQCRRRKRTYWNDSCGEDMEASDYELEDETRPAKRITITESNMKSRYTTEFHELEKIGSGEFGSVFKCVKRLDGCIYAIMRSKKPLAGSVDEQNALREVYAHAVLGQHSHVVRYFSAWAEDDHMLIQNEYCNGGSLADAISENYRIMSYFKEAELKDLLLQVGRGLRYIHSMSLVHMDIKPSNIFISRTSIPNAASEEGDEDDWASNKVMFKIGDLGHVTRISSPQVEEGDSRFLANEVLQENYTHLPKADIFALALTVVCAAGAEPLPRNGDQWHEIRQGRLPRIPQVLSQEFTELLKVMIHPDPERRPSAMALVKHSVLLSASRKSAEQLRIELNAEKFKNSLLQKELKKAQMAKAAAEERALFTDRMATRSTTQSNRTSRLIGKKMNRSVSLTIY
FXIa inh: blocks human coagulation factor XIa protease activity; P03951; inhibition, % at 5 µM; AID 798; purified FXIa, Boc-Glu-Ala-Arg-AMC fluorogenic substrate; hit rate 0.14% among 220,000;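 active means inhibition of at least 40%; inactive means inhibition below 40%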;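 further: fluorescence of freed AMC excited at 355 nm; 0% = enzyme without compound and 100% = no enzyme blank; many of its hits are not listed in these tables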
PPC-1+TRAIL kill: kills PPC-1 cancer cells in the presence of TRAIL; PPC-1 cells + TRAIL, ATPLite viability luminescence; cell killing (% activity), % at 4 µM; hit rate 0.41% among 220,000; AID 1443;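 active means cell killing above 50% in the first pass at 4 µM, then a duplicate retest at 5 µM averaging 50% or more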;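 further: plate controls were cells with TRAIL plus DMSO for no effect and medium-only wells lacking cells for full effect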
TNF necrop inh: inhibitors of TNF-alpha induced necroptosis in Jurkat FADD-/- cells; Jurkat FADD-/- TNF necroptosis rescue, ATP luminescence, 24 h; 0 = TNF only, 100 = no-TNF cells; activation (protection from cell death), % at 10 µM; hit rate 0.068% among 220,000;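 active means activation, meaning protection from cell death, of at least 50% relative to plate controls; inactive means activation below 50%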;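 further: necroptosis triggered by 40 ng/mL TNF-alpha added together with compound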
EP2 antag: EP2 receptor (human) inhibition. P43116. C6 glioma cells expressing human EP2, cAMP TR-FRET; cells stimulated with saturating PGE2. inhibition, % at 25 µM. hit rate 0.52% among 260,000. AID 1422;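 active means percent inhibition above 40 after rounding to a whole number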;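 further: rat C6 glioma host cells with rolipram phosphodiesterase inhibitor present; the protocol text gives 20 µM as final concentration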
Target sequence (P43116 whole entry, looked up): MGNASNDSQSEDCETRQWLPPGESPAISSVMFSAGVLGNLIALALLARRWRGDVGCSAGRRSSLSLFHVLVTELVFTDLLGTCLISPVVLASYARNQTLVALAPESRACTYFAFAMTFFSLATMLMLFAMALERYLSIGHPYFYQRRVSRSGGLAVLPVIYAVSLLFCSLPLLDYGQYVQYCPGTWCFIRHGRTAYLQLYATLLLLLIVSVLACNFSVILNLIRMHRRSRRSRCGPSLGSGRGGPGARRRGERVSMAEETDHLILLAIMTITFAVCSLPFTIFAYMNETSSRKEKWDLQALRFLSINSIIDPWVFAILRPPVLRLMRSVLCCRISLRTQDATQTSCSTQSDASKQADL
TbHK1 inh: blocks Trypanosoma brucei hexokinase 1 activity. AID 1430. inhibition, % at 10 µM. recombinant TbHK1, G6PDH-coupled NADH A340. hit rate 0.11% among 220,000;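 active means inhibition of 50% or more in the single-dose primary screen; inactive means inhibition below 50%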
CHOP inhibitor: inhibitors of CHOP induction in ER stress response; hit rate 3.8% among 220,000; CHO-K1 CHOP-promoter luciferase, tunicamycin-induced, 15-18 h; inhibition, % at 10 µM;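 active means compounds that reduced the stress-induced luciferase reporter signal by more than about 70% of percent inhibition, limit read from the data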;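 further: 0% = tunicamycin plus vehicle and 100% = wells without tunicamycin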
An asterisk follows results filed as active; . = not tested or not shown; & = joins results of further samples. Not all compounds are listed. The share of hits here may be higher or lower than overall.

SMILES	FXIIa inh 1536	zVAD death inh	Wee1 degr inh	FXIa inh	PPC-1+TRAIL kill	TNF necrop inh	EP2 antag	TbHK1 inh	CHOP inhibitor
COC(=O)c1cc(OC)c(OC)cc1NC(=O)c1cc(C)on1	.	0.5	2	.	.	-0.4	.	1	.
O=C(O)c1ccc(/C=N\Nc2ccc(S(=O)(=O)N3CCOCC3)cc2[N+](=O)[O-])cc1	10	2.1	1	5	3	0.8	17	-88	8
Cc1ccc(S(=O)(=O)N(CC(=O)NCc2ccco2)Cc2ccc(F)cc2)cc1	8	-1.2	-3	3	20	-1.8	12	29	-3
O=C1/C(=C/c2ccccn2)SC(=S)N1N1CCOCC1	11	0.3	0	7	6	1.7	2	-4	-5
OC(CN1CCOCC1)CN(c1ccccc1)c1ccccc1 (stereo not given)	6	-0.2	0	1	0	0.1	7	-1	36
Cc1cccc(C)c1NC(=S)NCCSc1ccc(Cl)cc1	5	-0.6	-3	6	1	-11	12	13	-22
CC(c1ccon1)N(C)Cc1cn[nH]c1-c1ccc(-c2ccccc2)cc1 (stereo not given)	11	1.5	0	5	14	0.2	6	-3	15
CC(C)(c1ccccc1)c1ccc(OCCCNCCO)cc1	-15	-2.6	-3	-3	29	-6.9	30	9	53
Fc1ccc(-c2noc(C3CCN(Cc4cccnc4)CC3)n2)cc1	-8	0.0	-2	-8	13	-4.3	10&12	2	-13
Cc1cc(C)c(NS(=O)(=O)c2cccc3cccnc23)c(C)c1	3	0.7	2	-3	4	-0.8	1	-3	4
CC(=O)Oc1ccccc1-c1nc(C)nc(N(C)C(C)=O)n1	15	27	0	3	-14	1.7	9	-1	-18
Cc1ccc(N(C)S(=O)(=O)c2cccc(C(=O)Nc3nnc(C4CC4)s3)c2)cc1	6	-0.1	6	2	10	1.9	4	-5	27
O=C(/C=C/c1cn(CC(O)CN2CCCCCC2)c2ccccc12)c1cccs1 (stereo not given)	3	62	-2	0	8	2.9	10	-5	-10
O=C(N/N=C/c1sc(N2CCOCC2)nc1-c1ccccc1)c1cccc(S(=O)(=O)N2CCOCC2)c1	-1	3.6	1	-1	3	-20	10	-33	-72
O=C(NC1CC1)c1ccc(-n2cccc2)cc1	9	0.6	-2	-2	1	-0.3	9	-2	-5
Cc1ccccc1-n1c(SCC(N)=O)nc2sc(-c3ccccc3)cc2c1=O	-18	-0.4	-1	-6	44	-1.7	4	-36	1
CN(C)S(=O)(=O)c1cccc(NC(=O)Cn2cc(C(F)(F)F)cc(Cl)c2=O)c1	10	1.4	3	5	9	2.2	8	2	1
Cc1ncc(CO)c(/C=N/NC(=S)Nc2ccc(F)cc2)c1O	15	0.8	2	10	11	-9.9	13	-8	26
Nc1ccc(C(=O)OCc2nc3cc4ccccc4cc3[nH]2)cc1	9	14	1	12	2	-1.6	6	1	-2
CC1CC(C)(C)N(C(=O)NC2CCCCC2)c2ccccc21 (stereo not given)	17	1.1	6	9	-3	3.7	5	-1	-1
CCc1c(O)nc2ccccn2c1=O	9	0.1	6	7	-12	1.2	4	-18	23
O=C(CC1C(=O)NCCN1Cc1ccc(-c2ccccc2)cc1)NCc1ccncc1 (stereo not given)	7	1.0	4	-1	11	0.1	5	-5	14
CCCn1c(=O)c2[nH]cnc2n(-c2ccccc2C)c1=O	11	-0.4	0	7	7	-1.5	9	6	13
CCCCn1c(=O)c(CC(C)=O)nc2ccccc21	13	0.7	1	9	30	-1.3	14	-14	16
COc1ccc(C)cc1S(=O)(=O)N1CCC(C(=O)NCCc2ccccc2)CC1	5	0.2	0	9	20	1.8	2	-3	-1

A draw from above in order of count of non-hydrogen atoms, rising.
SMILES	FXIIa inh 1536	zVAD death inh	Wee1 degr inh	FXIa inh	PPC-1+TRAIL kill	TNF necrop inh	EP2 antag	TbHK1 inh	CHOP inhibitor
CCc1c(O)nc2ccccn2c1=O	9	0.1	6	7	-12	1.2	4	-18	23
O=C(NC1CC1)c1ccc(-n2cccc2)cc1	9	0.6	-2	-2	1	-0.3	9	-2	-5
CCCCn1c(=O)c(CC(C)=O)nc2ccccc21	13	0.7	1	9	30	-1.3	14	-14	16
O=C1/C(=C/c2ccccn2)SC(=S)N1N1CCOCC1	11	0.3	0	7	6	1.7	2	-4	-5
CCCn1c(=O)c2[nH]cnc2n(-c2ccccc2C)c1=O	11	-0.4	0	7	7	-1.5	9	6	13
Cc1cccc(C)c1NC(=S)NCCSc1ccc(Cl)cc1	5	-0.6	-3	6	1	-11	12	13	-22
Cc1cc(C)c(NS(=O)(=O)c2cccc3cccnc23)c(C)c1	3	0.7	2	-3	4	-0.8	1	-3	4
Nc1ccc(C(=O)OCc2nc3cc4ccccc4cc3[nH]2)cc1	9	14	1	12	2	-1.6	6	1	-2
Fc1ccc(-c2noc(C3CCN(Cc4cccnc4)CC3)n2)cc1	-8	0.0	-2	-8	13	-4.3	10&12	2	-13
CC(c1ccon1)N(C)Cc1cn[nH]c1-c1ccc(-c2ccccc2)cc1 (stereo not given)	11	1.5	0	5	14	0.2	6	-3	15
Cc1ccccc1-n1c(SCC(N)=O)nc2sc(-c3ccccc3)cc2c1=O	-18	-0.4	-1	-6	44	-1.7	4	-36	1
COc1ccc(C)cc1S(=O)(=O)N1CCC(C(=O)NCCc2ccccc2)CC1	5	0.2	0	9	20	1.8	2	-3	-1
O=C(O)c1ccc(/C=N\Nc2ccc(S(=O)(=O)N3CCOCC3)cc2[N+](=O)[O-])cc1	10	2.1	1	5	3	0.8	17	-88	8
O=C(CC1C(=O)NCCN1Cc1ccc(-c2ccccc2)cc1)NCc1ccncc1 (stereo not given)	7	1.0	4	-1	11	0.1	5	-5	14
O=C(N/N=C/c1sc(N2CCOCC2)nc1-c1ccccc1)c1cccc(S(=O)(=O)N2CCOCC2)c1	-1	3.6	1	-1	3	-20	10	-33	-72

Remaining list, next part.
SMILES	FXIIa inh 1536	zVAD death inh	Wee1 degr inh	FXIa inh	PPC-1+TRAIL kill	TNF necrop inh	EP2 antag	TbHK1 inh	CHOP inhibitor
Clc1cccc(Cl)c1CSc1nnc2ccccn12	25	-0.3	-1	23	10	0.8	1	2	2
COc1ccc(C)cc1S(=O)(=O)N1CCN(S(=O)(=O)c2cc(C)ccc2OC)CC1	14	0.0	-3	1	-15	2.2	10	-6	10
CC(=O)Nc1ccc(OC(F)(F)C(F)C(F)(F)F)c(NC(C)=O)c1 (stereo not given)	12	0.1	0	5	10	0.2	8	4	35
C=CCn1c(SCc2ccccc2Cl)nnc1-c1sc2nc(C)cc(C)c2c1N	1	2.1	1	2	-24	0.2	6	-7	1
CC(=O)NC(=S)Nc1ccc2oc(-c3cc(F)c(F)cc3Cl)nc2c1	4	-0.8	0	-2	12	0.4	4	-6	3
Cc1oc(-c2cc3c(cc2Cl)OCO3)nc1CN1CCCC1c1ccc(F)cc1 (stereo not given)	3	-0.8	-1	-6	.	0.4	12	-3	66
Fc1ccccc1CSc1nc2ccccc2[nH]1	12	-0.5	1	-8	39	0.4	.	-7	42
CC(=O)c1cccc(NC(=O)c2csc3c2CCCCC3)c1	9	61	3	-3	21	0.5	11	-5	44
CCCOC(=O)NC(CC)COC(=O)Nc1cccc(C)c1C (stereo not given)	13	0.2	0	3	5	-1.6	18	-6	-9
CCN1CCN(C(=O)c2ccc3c(c2)S(=O)(=O)c2ccccc2C3=O)CC1	2	0.3	1	-3	6	0.6	9	1	12
Cc1cc(C)c(S(=O)(=O)Cc2ccccc2)c(=O)[nH]1	5	0.4	-2	-1	9	0.4	8	-9	20
CC(/C=C/c1ccco1)=N/NC(=O)Cc1cccs1	12	0.4	1	6	7	-2.1	13	-26	4
Cc1nnc(SCC(=O)N2CCN(S(=O)(=O)c3ccccc3)CC2)n1Cc1ccccc1	15	0.3	1	7	13	0.5	4	8	12
O=C(C[n+]1ccccc1)c1ccc(NC(=O)c2ccccc2)cc1	8	3.3	-1	-5	5	0.1	9	-8	0
Cc1cc(C(=O)NNC(=S)NCc2ccco2)nn1C	11	0.9	-4	5	14	0.3	6	8	24
COC(=O)c1cn(C(=O)c2cccc(C)c2)c2ccccc12	9	3.8	2	0	.	0.3	12&13	4	43
O=C(CC1C(=O)N(c2ccccc2)C(=O)N1C1CCCCC1)Nc1ccccc1 (stereo not given)	-4	-0.7	-2	-7	22	-0.3	0	22	26
COC(=O)c1sccc1NC(=O)C1C2C=CC(C2)C1C(=O)O (stereo not given)	8	0.2	0	5	11	-1.2	10	3	33
Cc1nn(-c2ccc(Cl)cc2Cl)c(C)c1C(=O)O	5	1.6	3	-3	13	0.5	8	2	13
Cc1ccccc1C(=O)NC(=S)Nc1ccc(S(=O)(=O)N2CCOCC2)cc1	5	0.8	-2	-1	8	2.7	3	-4	10
CC(=O)Nc1cccc(-c2cc(-c3c(Cl)cccc3Cl)no2)c1	5	0.7	3	-1	0	-2.4	24	-10	-1
COc1ccc(NC(=O)C2CCC(=O)N2)cc1 (stereo not given)	12	3.1	-2	3	9	0.2	6	0	-35
Cc1ccc(NC(=O)N(CCC#N)Cc2ccccc2)cc1	3	0.6	-2	-4	-5	3.0	12	-4	-16
COc1ccc(C2CN=NC23CCCc2ccccc2C3=O)cc1 (stereo not given)	25	-0.4	2	5	18	-5.9	5	2	2
Cc1cccc(/C=N/NC(=O)NC23CC4CC(CC(C4)C2)C3)n1	8	3.3	-2	2	-2	-1.8	0	-1	23
SMILES	FXIIa inh 1536	zVAD death inh	Wee1 degr inh	FXIa inh	PPC-1+TRAIL kill	TNF necrop inh	EP2 antag	TbHK1 inh	CHOP inhibitor
Cc1c(CCOC(=O)CC23CC4CC(CC(C4)C2)C3)sc[n+]1CC(=O)c1ccccc1	6	-2.3	-1	-2	19	1.2	11	21	11
COCCn1c(SCC(=O)N2CCC(C)CC2)nc2ccccc2c1=O	-15	0.5	0	-1	-3	1.9	-1	-10	12
O=C(NCCc1c[nH]c2ccccc12)/C(=C/c1ccco1)NC(=O)c1ccco1	5	-0.2	0	2	17	-0.8	4	0	-13
Cc1ccc(C(=O)NC=C(Cl)Cl)cc1	15	-0.3	-2	6	24	-2.9	8	8	4
CCOC(=O)C(O)(NC(=O)c1cccnc1)C(F)(F)F (stereo not given)	8	-0.3	-3	32	34	3.5	6	-2	12
CCOC(=O)C1CCCN(CCC(=O)Nc2ccc(C)c(C)c2)C1 (stereo not given)	5	0.3	-2	-1	25	0.4	4	-2	-10
Cc1ccc(N2C(=O)C3C(C2=O)N2CCCN2C3c2ccccc2)cc1C (stereo not given)	12	0.2	2	5	13	-1.0	8	-6	7
CC(C)CCc1noc(CN(CC2CCC2)CC2CCCO2)n1 (stereo not given)	11	0.8	0	0	13	-0.7	8	7	43
CNC(=O)c1ccc(-c2sc3nc(N4CCOCC4)c4c(c3c2N)CCCC4)o1	-53	1.2	6	-40	11	-9.4	14	-18	-7
COC(=O)C1=C(NC(=O)c2ccc(C)c(C)c2)CCS1	12	-0.2	-2	2	7	-1.1	0	57*	61
O=C(COC(=O)C1CC(=O)N(Cc2ccccc2)C1)c1ccc(Br)cc1 (stereo not given)	12	1.0	-2	9	18	1.6	8	-5	19
COc1cc(-c2cc(C(=O)Nc3ccc(S(=O)(=O)NCc4ccco4)cc3)c3ccccc3n2)cc(OC)c1OC	0	4.9	-3	1	25	-1.6	7	5	79*
CCOc1ccccc1N1CC(C(=O)Nc2c(C)n(C)n(-c3ccccc3)c2=O)CC1=O (stereo not given)	3	2.5	-3	7	-8	0.5	3	-3	25
